Compound activity deposited in PubChem BioAssay by Broad Institute.
Pf Dd2 growth – P. falciparum Dd2 growth inhibition; 94,000 compounds, 2.3% hits; SYBR Green, 72 h; hits give low values; activity change, % at 10 µM; in the data active means activity change below about -80%; inconclusive means no clear call, values can overlap the other calls
T cruzi growth – T. cruzi proliferation inhibition; 77,000 compounds, 5.9% hits; T. cruzi beta-gal in NIH3T3, GalScreen luminescence, 90 h; inhibition, % at 8.34 µM;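 active means mean inhibition above about 93%, with at least 55% of replicates each passing it, limit read from the data, passing the limit was not always enough; inconclusive means only one of those two conditions holds; inactive means neither condition holds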
KDM4C inh – blocks human GASC-1 (KDM4C) demethylase activity. Q9H3R0. 96,000 compounds, 0.15% hits. GST-KDM4C 2-372, H3K9me3 peptide, LANCE TR-FRET. inhibition, % at 12.5 µM;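 active means mean replicate inhibition above about 25%, with at least 55% of replicates also reaching it, limit read from the data, passing the limit was not always enough; inconclusive means only one of those two conditions met; inactive means neither condition met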
Target sequence (Q9H3R0 2-372 limits assumed): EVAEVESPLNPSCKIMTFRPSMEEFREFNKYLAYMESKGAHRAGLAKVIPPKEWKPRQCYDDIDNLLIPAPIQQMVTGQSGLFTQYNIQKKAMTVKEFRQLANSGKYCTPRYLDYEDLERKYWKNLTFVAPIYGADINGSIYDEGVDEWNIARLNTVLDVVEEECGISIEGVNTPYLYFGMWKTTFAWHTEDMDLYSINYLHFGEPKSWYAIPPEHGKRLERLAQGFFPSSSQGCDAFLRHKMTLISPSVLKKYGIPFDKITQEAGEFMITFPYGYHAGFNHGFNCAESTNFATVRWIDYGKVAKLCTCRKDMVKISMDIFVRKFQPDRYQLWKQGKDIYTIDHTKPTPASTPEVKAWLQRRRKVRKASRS
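Test system – GST-tagged GASC-1 (JMJD2C) catalytic fragment, aa 2-372 · Medium – HEPES buffer, pH 7.5, plus ascorbate · Reagent – H3K9me3 peptide with Fe(II)/2OG · Compound – one test concentration per compound · Timing – 30 min reaction, 60 min detection, RT · Technique – TR-FRET with Eu antibody and ULight streptavidin, EDTA stop · Read-out basis – inhibition from TR-FRET ratio decrease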
C diff growth – blocks growth of Clostridium difficile. Clostridium difficile clinical isolate growth, OD600, 24 h; hits give low values. 86,000 compounds, 0.25% hits. growth activity, negative = inhibition, % at 16 µg/mL (by protocol);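 active means mean growth activity at or below -80% and every replicate also at or below -80%; inconclusive means mean at or below -80% but some replicate above -80%; inactive means mean growth activity above -80%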;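 further: 0% = DMSO wells and -100% = levofloxacin 16 µg/mL wells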
The depositor's hits bear a star; & = joins results of further samples.

How did COc1ccccc1CNC(=O)C[C@@H]1CC[C@@H]2[C@@H](COc3ccc(NC(C)=O)cc3C(=O)N2C)O1 do in these assays?
Pf Dd2 growth: -7; T cruzi growth: -23; KDM4C inh: 1.6; C diff growth: -3

How did C[C@@H]1CN([C@@H](C)CO)C(=O)CCCn2cc(nn2)CO[C@H]1CN(C)C(=O)NC1CCCCC1 do in these assays?
Pf Dd2 growth: 1&-4; T cruzi growth: -7&19; KDM4C inh: -1.8; C diff growth: -4&1

What do the screens show for `CNC(=O)C[C@H]1CC[C@H]2[C@@H](COC[C@@H](O)CN2Cc2ccncc2)O1`?
Pf Dd2 growth: 5; T cruzi growth: 0; KDM4C inh: 1.6; C diff growth: 1

What do the screens show for `Cn1cnc(S(=O)(=O)N2C[C@@H](O)COC[C@@H]3O[C@H](CC(=O)NCc4cccc(F)c4)CC[C@H]32)c1`?
T cruzi growth: 22; KDM4C inh: 2.8; C diff growth: 4&-7

How did Cc1ccc(S(=O)(=O)Nc2cccc3c2O[C@H](CN(C)C(=O)Nc2ccccc2)[C@@H](C)CN([C@@H](C)CO)C3=O)cc1 do in these assays?
Pf Dd2 growth: 7; T cruzi growth: 5; KDM4C inh: 1.2; C diff growth: 2

What do the screens show for `COCCNC(=O)C[C@H]1C=C[C@@H](NC(=O)NC2CCCC2)[C@H](CO)O1`?
Pf Dd2 growth: 26; T cruzi growth: -14; KDM4C inh: 0.0

How did CC(C)NC(=O)N(C)C[C@@H]1Oc2c(NS(C)(=O)=O)cccc2C(=O)N([C@@H](C)CO)C[C@@H]1C do in these assays?
Pf Dd2 growth: 9; T cruzi growth: 16; KDM4C inh: 0.1; C diff growth: -1

What do the screens show for `CC(C)NC(=O)N(C)C[C@H]1Oc2ccc(NS(=O)(=O)c3cccs3)cc2CC(=O)N([C@@H](C)CO)C[C@H]1C`?
Pf Dd2 growth: 16; T cruzi growth: 25; KDM4C inh: -1.4; C diff growth: -6

Results for C[C@@H]1CN([C@@H](C)CO)C(=O)c2cc(NC(=O)CCC(F)(F)F)ccc2O[C@H]1CN(C)C ?
Pf Dd2 growth: 18; KDM4C inh: 14; C diff growth: 0

Results for CCC(=O)Nc1ccc2c(c1)C(=O)N(C)C[C@@H](OC)[C@@H](C)CN(Cc1cccc(F)c1)[C@H](C)CO2 ?
Pf Dd2 growth: -7; T cruzi growth: 28; KDM4C inh: 1.6

Results for COC(=O)C[C@H]1CC[C@@H]2[C@@H](COc3ccc(NC(=O)c4cccc(OC)c4)cc3C(=O)N2C)O1 ?
Pf Dd2 growth: -10; T cruzi growth: -59; KDM4C inh: -0.9; C diff growth: 0

Results for O=C(CC1CC1)NC[C@H]1N[C@H](CO)[C@@H]1c1ccc(-c2ccc(F)cc2)cc1 ?
Pf Dd2 growth: 2; KDM4C inh: 1.4; C diff growth: 7

Results for CN1c2ccc(-c3cccc(C#N)c3)cc2[C@@H]2[C@@H](CCN2C(=O)CC2CC2)[C@@H]1CO ?
Pf Dd2 growth: -3; T cruzi growth: 51; KDM4C inh: -1.1; C diff growth: 6

How did CN(C)CCCNC(=O)C[C@@H]1CC[C@@H](NC(=O)c2ccccc2F)[C@@H](CO)O1 do in these assays?
Pf Dd2 growth: 18; T cruzi growth: 28; KDM4C inh: 1.2

Results for O=C(C[C@@H]1CC[C@H](NC(=O)C2CCOCC2)[C@@H](CO)O1)Nc1ccccc1 ?
Pf Dd2 growth: -5; KDM4C inh: 0.2; C diff growth: 5

Molecules above with a halogen, in the order listed:
What do the screens show for `Cn1cnc(S(=O)(=O)N2C[C@@H](O)COC[C@@H]3O[C@H](CC(=O)NCc4cccc(F)c4)CC[C@H]32)c1`?
T cruzi growth: 22; KDM4C inh: 2.8; C diff growth: 4&-7

Results for C[C@@H]1CN([C@@H](C)CO)C(=O)c2cc(NC(=O)CCC(F)(F)F)ccc2O[C@H]1CN(C)C ?
Pf Dd2 growth: 18; KDM4C inh: 14; C diff growth: 0

Results for CCC(=O)Nc1ccc2c(c1)C(=O)N(C)C[C@@H](OC)[C@@H](C)CN(Cc1cccc(F)c1)[C@H](C)CO2 ?
Pf Dd2 growth: -7; T cruzi growth: 28; KDM4C inh: 1.6

Results for O=C(CC1CC1)NC[C@H]1N[C@H](CO)[C@@H]1c1ccc(-c2ccc(F)cc2)cc1 ?
Pf Dd2 growth: 2; KDM4C inh: 1.4; C diff growth: 7

How did CN(C)CCCNC(=O)C[C@@H]1CC[C@@H](NC(=O)c2ccccc2F)[C@@H](CO)O1 do in these assays?
Pf Dd2 growth: 18; T cruzi growth: 28; KDM4C inh: 1.2

(listing goes on)
What do the screens show for `COc1ccc(NC(=O)N(C)C[C@@H]2OCCCC[C@H](C)Oc3ccc(NC(=O)c4ccncc4)cc3C(=O)N([C@H](C)CO)C[C@H]2C)cc1`?
Pf Dd2 growth: 12; T cruzi growth: 27; KDM4C inh: -0.2; C diff growth: -1

What do the screens show for `CCNC(=O)C[C@@H]1CC[C@H]2[C@@H](COc3ccc(NC(=O)Nc4cccc(F)c4)cc3C(=O)N2C)O1`?
Pf Dd2 growth: -4; T cruzi growth: -5; KDM4C inh: 0.5; C diff growth: 2

What do the screens show for `C[C@H](CO)N1C[C@H](C)[C@H](CN(C)C(=O)Nc2ccc3c(c2)OCO3)Oc2c(NC(=O)Nc3cccc4ccccc34)cccc2C1=O`?
Pf Dd2 growth: -26; T cruzi growth: 79; KDM4C inh: 0.3; C diff growth: 1

Results for COc1cccc(S(=O)(=O)N2C[C@@H](O)COC[C@@H]3O[C@@H](CC(=O)NCCCN4CCOCC4)CC[C@H]32)c1 ?
T cruzi growth: -51; KDM4C inh: -1.0; C diff growth: -2&-9

Results for O=C(N[C@H]1CC[C@@H](CCNS(=O)(=O)c2ccccc2)O[C@H]1CO)c1cccnc1 ?
Pf Dd2 growth: 15; T cruzi growth: -33; KDM4C inh: -1.2

Results for COCC(=O)N1CCCCN2[C@H](CO)[C@@H](c3ccc(C#Cc4ccccc4)cc3)[C@@H]2C1 ?
Pf Dd2 growth: 32; T cruzi growth: 29; KDM4C inh: 0.3; C diff growth: -6

Results for C[C@H]1CN([C@@H](C)CO)C(=O)c2cc(C#CCN(C)C)cnc2O[C@@H]1CN(C)C(=O)Cc1ccncc1 ?
Pf Dd2 growth: 34; T cruzi growth: 31; KDM4C inh: 8.5; C diff growth: 0

What do the screens show for `C/C=C/c1cnc2c(c1)C(=O)N([C@H](C)CO)C[C@H](C)[C@H](CN(C)C(=O)Nc1ccccc1F)O2`?
Pf Dd2 growth: 30; T cruzi growth: 19; KDM4C inh: 0.5; C diff growth: 2

How did C[C@H](CO)N1C[C@H](C)[C@@H](CN(C)C(=O)Nc2ccc(F)cc2)OCCCC[C@H](C)Oc2ccc(N(C)C)cc2C1=O do in these assays?
Pf Dd2 growth: 5; T cruzi growth: -9; KDM4C inh: 1.4; C diff growth: -3

How did C[C@@H]1CN([C@H](C)CO)C(=O)c2cccc(NS(=O)(=O)c3ccccc3)c2O[C@@H]1CN(C)C(=O)Nc1ccccc1 do in these assays?
Pf Dd2 growth: 12; T cruzi growth: 32; KDM4C inh: -1.7; C diff growth: 10

Results for COc1ccc(S(=O)(=O)N(C)C[C@@H]2Oc3ccc(NC(=O)CCN4CCOCC4)cc3C(=O)N([C@@H](C)CO)C[C@H]2C)cc1 ?
Pf Dd2 growth: 23; T cruzi growth: 28; KDM4C inh: 1.2

Results for COc1ccc(C#Cc2cnc3c(c2)C(=O)N([C@H](C)CO)C[C@H](C)[C@H](CN(C)C)O3)cc1OC ?
Pf Dd2 growth: -36; T cruzi growth: 86; KDM4C inh: 29*; C diff growth: 4

How did C[C@@H]1CN([C@@H](C)CO)S(=O)(=O)c2ccc(C#Cc3cccc(F)c3)cc2O[C@H]1CN(C)C do in these assays?
Pf Dd2 growth: -21; T cruzi growth: 14; KDM4C inh: -2.3; C diff growth: 10

Results for COC(=O)[C@H]1[C@H](CO)[C@H]2Cn3c(ccc(-c4ccccc4F)c3=O)[C@H]2N1CC1CCOCC1 ?
Pf Dd2 growth: 2; T cruzi growth: 18; KDM4C inh: 12; C diff growth: -4

How did COCC#Cc1cnc2c(c1)C(=O)N([C@H](C)CO)C[C@H](C)[C@@H](CN(C)C(=O)Nc1ccccc1F)O2 do in these assays?
Pf Dd2 growth: -20; T cruzi growth: 44; KDM4C inh: 2.7; C diff growth: 7

Next section, starting with the last two of the part before.
Results for COC(=O)[C@H]1[C@H](CO)[C@H]2Cn3c(ccc(-c4ccccc4F)c3=O)[C@H]2N1CC1CCOCC1 ?
Pf Dd2 growth: 2; T cruzi growth: 18; KDM4C inh: 12; C diff growth: -4

How did COCC#Cc1cnc2c(c1)C(=O)N([C@H](C)CO)C[C@H](C)[C@@H](CN(C)C(=O)Nc1ccccc1F)O2 do in these assays?
Pf Dd2 growth: -20; T cruzi growth: 44; KDM4C inh: 2.7; C diff growth: 7

How did CN(C)CC(=O)N1[C@@H](C#N)[C@@H](c2ccc(C#CC3CC3)cc2)[C@@H]1CO do in these assays?
Pf Dd2 growth: -26; T cruzi growth: 89; KDM4C inh: 1.2; C diff growth: -3

Results for C[C@H](CO)N1C[C@H](C)[C@@H](CN(C)Cc2ccccc2)Oc2ccc(NC(=O)CCC(F)(F)F)cc2CC1=O ?
Pf Dd2 growth: -21; T cruzi growth: 79; KDM4C inh: 5.5; C diff growth: -1

Results for C[C@@H]1CN([C@H](C)CO)C(=O)c2cccc(NC(=O)CCCCCC(=O)Nc3ccccc3N)c2O[C@@H]1CN(C)C(=O)NC1CCCCC1 ?
Pf Dd2 growth: -78; KDM4C inh: -1.1; C diff growth: -1

How did C/C=C/c1ccc2c(c1)O[C@@H](CN(C)C(=O)C1CCCCC1)[C@@H](C)CN([C@H](C)CO)S2(=O)=O do in these assays?
Pf Dd2 growth: -13; KDM4C inh: -0.5; C diff growth: 1

What do the screens show for `C[C@H]1CCCCO[C@H](CN(C)Cc2ccc(C(F)(F)F)cc2)[C@@H](C)CN([C@@H](C)CO)C(=O)c2cc(NC(=O)c3ccccc3)ccc2O1`?
Pf Dd2 growth: -42; T cruzi growth: 74; KDM4C inh: 0.7; C diff growth: 19

What do the screens show for `C[C@@H]1CCCCO[C@@H](CN(C)CC2CCCCC2)[C@H](C)CN([C@H](C)CO)C(=O)c2cc(NC(=O)Nc3ccc4c(c3)OCO4)ccc2O1`?
Pf Dd2 growth: -81*; T cruzi growth: 79; KDM4C inh: -0.9; C diff growth: 3

Results for CC(C)CC#Cc1ccc2c(c1)O[C@H](CN(C)C(=O)Cc1ccncc1)[C@@H](C)CN([C@@H](C)CO)S2(=O)=O ?
Pf Dd2 growth: -50; T cruzi growth: inconclusive; KDM4C inh: 1.2; C diff growth: 7

Results for C[C@@H]1CN([C@@H](C)CO)C(=O)c2cccc(NS(=O)(=O)c3cn(C)cn3)c2O[C@@H]1CN(C)S(=O)(=O)c1ccc(Cl)cc1 ?
Pf Dd2 growth: 1; T cruzi growth: 36; KDM4C inh: 0.5; C diff growth: -5

How did C[C@@H]1CN([C@@H](C)CO)S(=O)(=O)c2ccc(-c3cccnc3)cc2O[C@@H]1CN(C)C(=O)CC1CC1 do in these assays?
Pf Dd2 growth: -2; T cruzi growth: 50; KDM4C inh: -0.3; C diff growth: -4

How did C[C@@H]1CCCCO[C@H](CN(C)C(=O)Nc2ccccc2)[C@@H](C)CN([C@H](C)CO)C(=O)c2cc(NC(=O)Nc3ccc(F)cc3)ccc2O1 do in these assays?
Pf Dd2 growth: 12; T cruzi growth: 40; KDM4C inh: -0.3

How did C[C@H](O)C#Cc1ccc2c(c1)O[C@H](CN(C)C(=O)c1ccncc1)[C@H](C)CN([C@H](C)CO)S2(=O)=O do in these assays?
Pf Dd2 growth: 27; T cruzi growth: 3; C diff growth: -4

What do the screens show for `O=C1CN(Cc2ccccc2)C[C@H]2[C@@H](c3ccc(Br)cc3)[C@H](CO)N12`?
Pf Dd2 growth: 9; KDM4C inh: 9.6; C diff growth: -6

What do the screens show for `CNC(=O)C[C@@H]1CC[C@H]2[C@H](COc3ccc(NC(=O)c4cc(F)cc(F)c4)cc3C(=O)N2C)O1`?
Pf Dd2 growth: -2; T cruzi growth: -39; KDM4C inh: -1.1; C diff growth: 18

Results for CCS(=O)(=O)Nc1ccc2c(c1)C(=O)N(C)[C@@H]1CC[C@H](CC(=O)N3CCOCC3)O[C@H]1CO2 ?
Pf Dd2 growth: 20; T cruzi growth: 36; KDM4C inh: -0.2; C diff growth: -8

Results for C[C@@H]1CN([C@H](C)CO)C(=O)CCCn2cc(nn2)CO[C@@H]1CN(C)C(=O)Nc1ccccc1F ?
Pf Dd2 growth: -17; T cruzi growth: 16; C diff growth: 0
